TDP1 cell noCPT – qHTS for Inhibitors of human tyrosyl-DNA phosphodiesterase 1 (TDP1): qHTS in cells in absence of CPT. DT40 Tdp1-/- hTDP1 cells, no CPT, ATP luminescence, 48 h. Potency, µM (doses to about 46.2 µM), for the others: at the top dose activity change, negative = growth inhibition, most hits filed as inhibitors. 15% of 420,000 active. AID 686978, 2013; note: nearly all actives have a fitted effect of over 55% in size
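Chicken DT40 Tdp1-/- cells stably complemented with human TDP1 were seeded at 400 cells/well with DMSO in place of 20 nM camptothecin. After compound pinning, cells grew at least 48 hr at 37 °C; viability read by CellTiter-Glo luminescence.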
TDP1 inh – TDP1 (human) enzyme inhibition; recombinant TDP1, AlphaScreen DNA substrate cleavage; Potency, µM (top dose mostly 130 µM), for inactives: top-dose activity change, negative = inhibition, most hits filed as inhibitors; 0.28% of 350,000 active; AID 485290; note: nearly all actives have a fitted effect of over 40% in size
Target sequence (Q9NUW8 whole entry, looked up): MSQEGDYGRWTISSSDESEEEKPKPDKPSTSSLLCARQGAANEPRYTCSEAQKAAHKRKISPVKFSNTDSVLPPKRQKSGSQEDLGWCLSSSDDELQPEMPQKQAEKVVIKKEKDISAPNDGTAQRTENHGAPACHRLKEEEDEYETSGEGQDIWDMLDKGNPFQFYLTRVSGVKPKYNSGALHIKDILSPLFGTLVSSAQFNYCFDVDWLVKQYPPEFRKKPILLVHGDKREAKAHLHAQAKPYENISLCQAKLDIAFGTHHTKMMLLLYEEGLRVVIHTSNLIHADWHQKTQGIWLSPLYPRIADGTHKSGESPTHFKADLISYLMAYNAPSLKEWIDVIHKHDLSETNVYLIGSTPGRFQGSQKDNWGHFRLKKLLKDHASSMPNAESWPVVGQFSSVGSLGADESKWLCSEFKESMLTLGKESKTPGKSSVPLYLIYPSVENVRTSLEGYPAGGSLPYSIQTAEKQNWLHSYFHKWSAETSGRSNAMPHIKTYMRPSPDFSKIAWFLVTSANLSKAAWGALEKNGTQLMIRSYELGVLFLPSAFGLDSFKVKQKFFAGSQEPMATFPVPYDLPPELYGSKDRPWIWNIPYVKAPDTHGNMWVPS
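Recombinant E. coli-expressed Tdp1 (1 nM) preincubated with compound 15 min at RT, then 5'-biotin/3'-phosphotyrosine-FITC DNA substrate (15 nM) added for 5 min. AlphaScreen beads (10 ug/ml) added, 10 min RT; tyrosine-FITC cleavage read as signal loss.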
DT40 TDP1 CPT – growth inhibition of DT40 Tdp1-/-;hTDP1 cells with camptothecin (screen for TDP1 inhibitors) | chicken DT40 Tdp1-/-;hTDP1 cells + 20 nM CPT, ATP luminescence, 48 h | Potency, µM (titrated, usually from 46.2 µM), inactives show at the highest dose activity change, negative = growth inhibition, hits mostly inhibitors | 12% of 420,000 active; note: nearly all actives have a fitted effect of over 55% in size
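Chicken DT40 Tdp1-/- cells complemented with human TDP1, 400 cells/well, exposed to compounds plus 20 nM camptothecin for at least 48 h at 37 C; viability read as ATP content by CellTiter-Glo luminescence.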
The depositor's hits bear a star; ? = inconclusive; / = not tested or not shown; & = joins results of further samples. Calls come from the whole dose curve; as a rule, active = well fitted curve in the direction sought with a large enough effect; inconclusive = small, poorly fitted or top-dose-only effect, or another doubt; inactive = no such curve, though single readings can be large; an effect the other way counts as inactive or inconclusive. % is set by controls: 0 for no effect and ±100 for the full control effect; potency is the fitted concentration of half-maximal effect.

Results follow in this order: DT40 TDP1 CPT, TDP1 cell noCPT, TDP1 inh
COc1ccc2c(c1)C(CC(C)=O)N(c1ccc(-c3cccs3)cc1)C(c1ccsc1)=C2 (configuration not stated)
    3.7µM*, 4.6µM*, /
Cn1nc(C(=O)N2CCN(c3ccccc3F)CC2)c2c1-c1ccccc1SC2
    ?, ?, 14%
CCc1ccc(N(CC(=O)NCC2CCCO2)C(=O)CCC(=O)Nc2nccs2)cc1 (configuration not stated)
    7%, -9%, /
Cc1c(Cl)cccc1N1C(=O)C2ON(c3ccccc3)C(c3cccnc3)C2C1=O (configuration not stated)
    0%, -2%, 7%
COc1ccccc1-c1cc(=O)c2cc(O)ccc2o1
    ?, ?, 1%
CC(C)c1ccc(OCC(=O)N2CCc3ccccc3C2)cc1
    -14%, -15%, /
CC(NC(=O)c1c(N)[nH]c(C(=O)c2ccccc2)c1-c1ccccc1Br)c1cccc2ccccc12 (configuration not stated)
    ?, ?, /
O=C1c2ccccc2C(=O)N1CCSc1nc2ccccc2c(=O)n1CCCN1CCOCC1
    8%, -23%, 5%
Cc1nc2sc(C(=O)N(C)c3ccccc3)c(NC(=O)c3ccccc3Cl)c2c(C)c1C
    ?, ?, 2%
CN(C)C(=O)c1cccc(-c2cnc3cccnn23)c1
    ?, ?, /
COc1ccc(OC)c(NC(=O)c2cnn(-c3ccccc3)c2C)c1
    1%, ?, 6%
Cc1ccc(-c2cc(C(=O)N3CCN(c4ncccn4)CC3)c3ccccc3n2)cc1
    ?, 16µM*, 7%
N#Cc1ccccc1NC(=O)COC(=O)c1ccc2c(c1)OCCO2
    -8%, -14%, 4%
O=C(O)c1c2c(nc3ccc(S(=O)(=O)N4CCC(C(=O)NCc5ccc(Cl)cc5)CC4)cc13)CCCC2
    1%&4%, 23%&-6%, 2%&-3%
C/C(=N\NC(=O)c1ccc2c(c1)OCO2)c1ccc2c(c1)OCO2
    -19%, -7%, 9%
CCn1c(CSc2nccn2C)nc2cc(C(=O)O)ccc21
    0%, 4%, -12%
O=C(NCc1ccccc1)c1cnc(Cl)c(Cl)c1
    -14%, -26%, /
COc1cccc(NC(=O)C(NCC2CCCCC2)c2ccccc2)c1 (configuration not stated)
    -18%, -32%, /
O=C(NCc1cccc(C(F)(F)F)c1)C1CCN(c2ncccn2)CC1
    -1%, -17%, 0%
O=C(NC1CCCCC1)C1(c2ccccc2)CC1(Cl)Cl (configuration not stated)
    -11%, ?, 0%

Results follow in this order: DT40 TDP1 CPT, TDP1 cell noCPT, TDP1 inh
CCOC(=O)C1CCN(C(=O)/C=C/c2ccccc2)CC1
    -4%, 1%, 2%
O=C(CS(=O)(=O)c1nc(-c2ccc(Cl)cc2)cn1-c1ccccc1)Nc1ccc(F)cc1F
    18µM*, ?, 3%
CCc1nc2nc(C)c(NS(=O)(=O)c3ccc(CC(C)C)cc3)c(=O)n2[nH]1
    7%, -4%, 2%
Cc1ccc(S(=O)(=O)NCc2ccc(C(=O)N3CCN(c4ccccn4)CC3)cc2)cc1
    ?, ?, 2%
COc1ccccc1CC(=O)N(CCC#N)CCC#N
    -1%, -3%, 2%
CC(=O)c1cc(F)c(N2CCN(C(=O)COc3ccccc3F)CC2)cc1C
    21µM*, 16µM*, -2%
O=C(Nc1ccc2oc(-c3ccncc3)nc2c1)c1c(F)c(F)c(F)c(F)c1F
    0.73µM*, 1.5µM*, 2%
CN(C(=O)c1cccc(NC(=O)Cc2cccc(NC(=O)C3CCCN(C(=O)C4CCCCC4)C3)c2)c1)C1CCC1 (configuration not stated)
    -20%, -21%, /
CC(C)=CCc1c(O)cc(O)c2c(=O)c3c(CC=C(C)C)c(O)ccc3oc12
    ?, ?, /
Cc1cc(C)cc(N(C(=O)c2sc(C)nc2C)C(C(=O)NCc2ccco2)c2ccccc2)c1 (configuration not stated)
    ?, ?, 0%
C(=N\n1cnnc1)/c1ccc(OC2CSC2)cc1
    -6%, -2%, -2%
CC1(C)Cc2c(sc3ncn(N)c(=N)c23)CO1
    -13%, -3%, 3%
Cc1ccc2cc(C(c3nnnn3CC3CCCO3)N3CCCC4(CCCCC4)C3)c(=O)[nH]c2c1 (configuration not stated)
    7%, -4%, /
CCOC(=O)C1OC2(CCCC2)OC1C(=O)OCC (configuration not stated)
    -29%, 2%, /
COc1ccc(OCc2cc(C(=O)NCC(C)(C)N3CCOCC3)no2)c(Cl)c1
    23µM*, 21µM*, 4%
Cn1c(N)c(C(=O)CSc2nnc(C3CC3)n2-c2ccccc2)c(=O)[nH]c1=O
    9%, -15%, 0%
Cc1ccc(NC(=O)CSc2cn(CC(=O)N3CCOCC3)c3ccccc23)cc1Cl
    21µM*, 21µM*, 8%
CCOC(=O)c1sc(NC(=O)CSc2nc(C)cc(C(F)(F)F)n2)c(C#N)c1C
    ?, ?, 0%
CCn1cc(C(=O)N2CC(C)CC(C)C2)c(=O)c2cc(S(=O)(=O)N(C)C)ccc21 (configuration not stated)
    -26%, -11%, /
N#Cc1ccc(CN2CC[C@@]3(CCCN(C(=O)c4cnccn4)C3)C2)cc1
    1%, -5%, /

Results follow in this order: DT40 TDP1 CPT, TDP1 cell noCPT, TDP1 inh
COP1(=O)C=C[C@H](N(Cc2ccccc2)S(=O)(=O)c2ccccc2[N+](=O)[O-])[C@@H](C)O1 (some centres not stated)
    -2%, -19%, /
CCOc1ccccc1NC(=O)c1cccc(NC(=O)C(C)C)c1
    -22%, ?, 0%
Cc1cc(C)cc(NC(=O)C(=O)NCC(c2ccc3c(c2)OCO3)N2CCOCC2)c1 (configuration not stated)
    -19%, -27%, 9%
Nc1cc(C(F)(F)F)ccc1NCCc1ccccn1
    2%, -8%, /
COCCN(C(=O)c1ccccc1F)c1c(N)n(Cc2ccccc2)c(=O)[nH]c1=O
    7%, -12%, 3%
Cc1nc(N)nc(N/N=C/c2ccccc2)n1
    -4%, 16%, 4%
COC(=O)c1ccc(Cn2c(CN3CCOCC3)nc3ccccc3c2=O)o1
    -5%, -18%, 6%
Cc1c(Cl)cccc1NC(=O)C1CCCN(c2ncnc3onc(C)c23)C1 (configuration not stated)
    8.2µM*, 6.5µM*, 6%
COc1ccc(C(=O)NC(=S)N2CCCCC2c2cccnc2)cc1OC (configuration not stated)
    -18%, ?, /
CN(C(=O)COc1cccc(C#N)c1)C1CCS(=O)(=O)C1 (configuration not stated)
    3%, -7%, 1%
CC(=O)Nc1ccc(S(=O)(=O)Nc2ccc3c(c2)CCC3)cc1
    -75%, 13µM*, 3%
Cc1nccn1-c1c([N+](=O)[O-])c(=O)n(C)c2ccccc12
    8%, -21%, -6%
COc1ccccc1-n1cc(-c2ccc([N+](=O)[O-])cc2)[nH]c1=S
    1%, ?, -3%
CCC1Oc2ccc(C)cc2N(CC(=O)NCCc2ccccc2)C1=O (configuration not stated)
    5%, -14%, 13%
Nc1nc(-c2ccc3c(c2)CCO3)cs1
    4%, 14%, 9%
CCCn1nc2cc(C(=O)NCc3ccc(C)cc3)ccc2c1OCC
    11%, -9%, -2%
CC(C)C[C@H]1CNC(=O)C(=O)N1CC1CCN(CCC(C)c2ccccc2)CC1 (some centres not stated)
    -3%, -1%, /
O=C(/C=C/c1ccc([N+](=O)[O-])cc1)Nc1cccc(C(=O)Nc2ccccc2C(=O)O)c1
    ?, ?, /
CCc1ccccc1NC(=O)CC1SCCNC1=O (configuration not stated)
    3%, 13%, -3%
CCCOC(=O)c1ccc2c(c1)C(=O)N(c1ccccc1)C2=O
    ?, -22%, 4%

Three entries from above, bar-delimited:
SMILES | DT40 TDP1 CPT | TDP1 cell noCPT | TDP1 inh
Nc1nc(-c2ccc3c(c2)CCO3)cs1 | 4% | 14% | 9%
CCCn1nc2cc(C(=O)NCc3ccc(C)cc3)ccc2c1OCC | 11% | -9% | -2%
CC(C)C[C@H]1CNC(=O)C(=O)N1CC1CCN(CCC(C)c2ccccc2)CC1 (some centres not stated) | -3% | -1% | /

New compounds follow.
Results follow in this order: DT40 TDP1 CPT, TDP1 cell noCPT, TDP1 inh
CC(C)Oc1ccc(C(=O)Nc2ccc(S(=O)(=O)N3CCN(C)CC3)cc2)cc1
    ?, ?, 4%
CCOC(=O)c1cccc(NC(=O)c2cc(C)nc3c2c(C)nn3-c2ccc(C)cc2)c1
    ?, 21µM*, 0%
CCCc1cc(N2CCCC(C(=O)NCC)C2)n2ncnc2n1 (configuration not stated)
    -23%, 5%, 3%
Cn1cnc(C(=O)NC2CCN(C(=O)OC(C)(C)C)CC2)c1C(=O)NC1CCN(C(=O)OC(C)(C)C)CC1
    3%, 3%, 2%
Cc1cc(Nc2ccc(F)c(Cl)c2)n2nc(C)nc2n1
    -6%, -22%, 3%
CC1CCc2nc3ncn(CC(=O)Nc4cccc(C#N)c4)c(=O)c3cc2C1 (configuration not stated)
    -20%, ?, 7%
O=C(CSc1nccn1Cc1ccc(F)cc1)NCc1ccc(F)cc1
    ?, ?, -3%
CCn1c(SCc2ccc(C(=O)Nc3cc(C)cc(C)c3)cc2)nnc1-c1ccncc1
    ?, ?, 0%
COc1ccccc1-c1oc2ccccc2c1C#CCO
    -23%, -15%, 1%
CCCCC[C@@H](C)N1C[C@H](COCc2ccccc2)Oc2cc(N3CCC[C@@H]3CO)ccc2S1(=O)=O
    ?, 18µM*, /
Cc1nnc(NC(=O)c2cccc(S(=O)(=O)N3CCc4ccccc43)c2)s1
    4%, -23%, 1%
CN(NC(N)=O)c1ncc(C(F)(F)F)cc1Cl
    1%, 0%, 0%
CCOC(=O)c1ccc(N2C(=O)c3n[nH]c(-c4ccco4)c3C2c2ccc(O)c(OCC)c2)cc1 (configuration not stated)
    16µM*, 15µM*, 7%
COc1cc2c(NC3CCN(C)CC3)nc(N3CCCN(C)CC3)nc2cc1OCCCN1CCCCC1
    18µM*, 10µM*, /
CCOc1ccc(NC(=O)Cn2ccn(-c3ccc(F)c(F)c3)c(=O)c2=O)cc1
    5%, -5%, 5%
COc1cccc(CNC(=O)C2CCN(S(=O)(=O)N3CCCCC3)CC2)c1
    -21%, -15%, 0%
CCc1cccc(C)c1NC(=O)C1CCN(C(=O)c2ccc([N+](=O)[O-])cc2)CC1
    -14%, -3%, 0%
O=S(=O)(Nc1ncccn1)c1ccc(NS(=O)(=O)c2cc(Cl)ccc2Cl)cc1
    6%, 10%, 5%
Cc1cccn2c(=O)c3cc(C(=O)N4CCOCC4)n(C)c3nc12
    14%, -1%, 1%
COCCCNC(=O)c1ccc(CS(=O)(=O)c2ccc(Br)cc2)o1
    4%, -11%, 1%

Results follow in this order: DT40 TDP1 CPT, TDP1 cell noCPT, TDP1 inh
O=C(NCC1CCCO1)c1ccc2c3n(nc2c1)-c1ccccc1CO3 (configuration not stated)
    ?, ?, -1%
CC(C)CC1(C)NC(=O)N(CCN2C(=O)c3ccccc3C2=O)C1=O (configuration not stated)
    24%, 2%, 2%
CC1(C(=O)NS(=O)(=O)c2ccc(C#N)cc2)CCN1C(=O)c1cccc(F)c1 (configuration not stated)
    0%, -3%, /
O=C(Nc1oc2ccccc2c(=O)c1-c1ccc(Cl)cc1)c1ccco1
    -20%, 12%, 0%
CC1CCN(CCCNC(=O)C2CCCN(c3ncnc4c3nc3n4CCCCC3)C2)CC1 (configuration not stated)
    -5%, -14%, 1%
CCN(CC(=O)Nc1ccccc1C(F)(F)F)C(=O)CCc1nc2sc3c(c2c(=O)[nH]1)CCCC3
    ?, 16µM*, /
Cc1ccc(-n2ncc(C(=O)NC3CC3)c2C2CCN(C(=O)OC(C)(C)C)CC2)cc1
    -18%, -3%, 1%
Cc1cccc(OCCSc2nc3ccc(NC(=O)c4cccs4)cc3s2)c1
    16µM*, 12µM*, 3%
CC(C)OCCCNC(=O)C1CC(=O)N(C2CCCCCCC2)C1 (configuration not stated)
    -12%, -3%, 1%
COc1cc2[nH]c(=O)n(CCC(=O)NCc3cccnc3)c(=O)c2cc1OC
    0%, 2%, 2%
O=C(NCc1ccco1)c1cc(-c2ccc(F)cc2)on1
    -19%, -30%, -7%
O=C(CSc1nc2cc(Cl)ccc2o1)NCCc1ccccc1
    -9%, -22%, 1%

Looked up one by one from above (4):
Results follow in this order: DT40 TDP1 CPT, TDP1 cell noCPT, TDP1 inh
CC(C)OCCCNC(=O)C1CC(=O)N(C2CCCCCCC2)C1 (configuration not stated)
    -12%, -3%, 1%
O=C(NCc1ccco1)c1cc(-c2ccc(F)cc2)on1
    -19%, -30%, -7%
Cc1cccc(OCCSc2nc3ccc(NC(=O)c4cccs4)cc3s2)c1
    16µM*, 12µM*, 3%
O=C(CSc1nc2cc(Cl)ccc2o1)NCCc1ccccc1
    -9%, -22%, 1%

The order is random; any-hit rate near 18%.
